Compound activity as filed in PubChem.
CHT block: inhibitors of human choline transporter CHT. CHT-expressing cells, membrane potential dye, choline response; active compounds read low. B-score at 10 µM. Q9GZV3. 0.86% of 310,000 active;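 active = B-score over 3 SD under the library average, and starting fluorescence ratio not unusually high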;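 note: choline stimulus applied at its EC90 after an EC20 pre-addition; B-score computed on integrated fluorescence ratio after choline addition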
Target sequence (Q9GZV3 whole entry, looked up): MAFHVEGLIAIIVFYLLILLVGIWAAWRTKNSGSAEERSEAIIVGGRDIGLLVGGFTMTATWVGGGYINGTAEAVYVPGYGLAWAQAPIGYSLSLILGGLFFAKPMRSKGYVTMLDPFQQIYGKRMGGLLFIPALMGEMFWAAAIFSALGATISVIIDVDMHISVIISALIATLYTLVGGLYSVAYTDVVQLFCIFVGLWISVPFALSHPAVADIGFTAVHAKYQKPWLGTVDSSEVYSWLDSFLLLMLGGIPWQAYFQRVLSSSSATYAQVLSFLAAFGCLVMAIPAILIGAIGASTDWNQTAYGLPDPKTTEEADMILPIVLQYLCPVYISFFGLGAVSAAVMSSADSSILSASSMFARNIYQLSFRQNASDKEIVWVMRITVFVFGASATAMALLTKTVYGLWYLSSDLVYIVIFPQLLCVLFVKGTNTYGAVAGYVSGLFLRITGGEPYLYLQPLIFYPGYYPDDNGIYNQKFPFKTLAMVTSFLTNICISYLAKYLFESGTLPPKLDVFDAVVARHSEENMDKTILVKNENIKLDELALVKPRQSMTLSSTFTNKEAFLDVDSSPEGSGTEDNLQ
CHT PAM: allosterically activates the human high affinity choline transporter | CHT-expressing cells, membrane potential dye, choline EC20; active compounds read high; LV-AA mutant CHT in HEK293 cells | B-score at 10 µM | 0.49% of 310,000 active | AID 488977;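 active = initial fluorescence not abnormally high and integrated response B-score, plate-corrected, over 3 SD above library mean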
An asterisk follows results filed as active; i = inactive.

SMILES | CHT block | CHT PAM
CC(C)CC(=O)NC(=S)Nc1sc2c(c1C(N)=O)CCC2 | i | i
COc1ccc(OCC(=O)OC2CCN(C)CC2)cc1 | i | i
COc1cccc(-c2nc(CS(=O)(=O)CC(=O)N3CCc4ccccc4C3)c(C)o2)c1 | i | i
CCc1ccc2[nH]c3nc(SCc4nnc(-c5ccc(C)cc5)o4)nnc3c2c1 | i | i
NS(=O)(=O)c1ccc2c(c1)C1C=CCC1C(C1CC=CCC1)N2 (stereo unspecified) | i | i
CC(C)Nc1nc(NC(C)C)nc(N(C)N)n1 | i | i
CN1CCN(c2nc(-c3ccccc3O)nc3ccccc23)CC1 | i | i
Cc1ccccc1OCC(=O)Nc1ccc2c(c1)COC2=O | i | i
CCO[C@@H]1OC(C(=O)NC2CC2)=C[C@H](C2CC2)[C@H]1CCCO | i | i
Cc1nc(N2CCN(C(=O)c3ccco3)CC2)c2oc3ccccc3c2n1 | i | i
COc1ccc(-n2nnnc2SCC(=O)Nc2ccccc2N2CCOCC2)cc1OC | i | i
O=C(NNC1=C(C(=O)C(F)(F)F)CCC1)c1ccccc1O | -6.49* | i
CC(=O)NCC(=O)N[C@@H](CC(=O)OCc1ccccc1)C(=O)OCc1ccccc1 | i | i
COc1ccccc1N1CCN(CC(=O)Nc2cc(F)ccc2C)CC1 | i | i
Cc1cc(C)n(CC(=O)NCc2cc(-c3nn(C)c(=O)c4ccccc34)ccc2C)n1 | i | i
COc1cc(NC(=O)c2cc3ccccc3o2)c(OC)cc1Cl | i | i
O=C1CSC(c2cccnc2)N1c1ccc(F)cc1 (stereo unspecified) | i | i
CCN(C(=O)CN1C(=O)S/C(=C\c2cccc(OC)c2)C1=O)C1CCS(=O)(=O)C1 (stereo unspecified) | i | i
CC(C)C[C@@H]1NC(=O)[C@H](Cc2ccc(O)cc2)NC(=O)[C@H](CCC(N)=O)NC(=O)c2cc([N+](=O)[O-])cc(I)c2NCC[C@@H](C(N)=O)NC1=O | i | i
CCOc1ccc(C(=O)Nc2cnn(Cc3ccc(Cl)c(Cl)c3)c2)cc1 | i | i
CCOc1ccc(NS(=O)(=O)c2ccc(NC(=O)[C@@H]3CCCC[C@@H]3C(=O)O)cc2)cc1 | i | i
CC(CC(=O)NNC(=O)c1cccc(Cl)c1)c1ccccc1 (stereo unspecified) | i | i
CC(C)c1ccc(S(=O)(=O)NC2CCS(=O)(=O)C2)cc1 (stereo unspecified) | i | i
CCOC(=O)c1ccc(NC(=S)NCCc2ccc(OC)c(OC)c2)cc1 | i | i
Nc1nnc(CC(c2ccccc2)c2ccccc2)s1 | i | i

Compounds shown so far that contain sulfur, in the order listed:
SMILES | CHT block | CHT PAM
CC(C)CC(=O)NC(=S)Nc1sc2c(c1C(N)=O)CCC2 | i | i
COc1cccc(-c2nc(CS(=O)(=O)CC(=O)N3CCc4ccccc4C3)c(C)o2)c1 | i | i
CCc1ccc2[nH]c3nc(SCc4nnc(-c5ccc(C)cc5)o4)nnc3c2c1 | i | i
NS(=O)(=O)c1ccc2c(c1)C1C=CCC1C(C1CC=CCC1)N2 (stereo unspecified) | i | i
COc1ccc(-n2nnnc2SCC(=O)Nc2ccccc2N2CCOCC2)cc1OC | i | i
O=C1CSC(c2cccnc2)N1c1ccc(F)cc1 (stereo unspecified) | i | i
CCN(C(=O)CN1C(=O)S/C(=C\c2cccc(OC)c2)C1=O)C1CCS(=O)(=O)C1 (stereo unspecified) | i | i
CCOc1ccc(NS(=O)(=O)c2ccc(NC(=O)[C@@H]3CCCC[C@@H]3C(=O)O)cc2)cc1 | i | i
CC(C)c1ccc(S(=O)(=O)NC2CCS(=O)(=O)C2)cc1 (stereo unspecified) | i | i
CCOC(=O)c1ccc(NC(=S)NCCc2ccc(OC)c(OC)c2)cc1 | i | i
Nc1nnc(CC(c2ccccc2)c2ccccc2)s1 | i | i

(continued)
SMILES | CHT block | CHT PAM
Cc1noc(NS(=O)(=O)c2ccc(NC(=O)CCN3C(=O)c4ccccc4C3=O)cc2)c1C | i | i
Cc1ccc([N+](=O)[O-])c(NC(=O)COC(=O)C2CC3CCCC(C2)C3=O)c1C (stereo unspecified) | i | i
Cc1ccc(C#N)c(SCc2cccc(Br)c2)n1 | i | i
CCOc1ccc(CCNC(=O)C2CCCN(S(=O)(=O)N3CCOCC3)C2)cc1OCC (stereo unspecified) | i | i
O=C(/C=C/c1ccc(Cl)cc1)NC(=S)Nc1ccc(N2CCOCC2)c(Cl)c1 | i | i
N#Cc1ccc(Oc2ccc(C(F)(F)F)cc2NC(=O)c2ccc(F)cc2)cc1 | i | i
COCCNC(=S)Nc1ccc2nc(N3CCOCC3)cc(C)c2c1 | i | i
CCn1cc([C@@H]2C[C@H]3CN(Cc4cccc(Cl)c4)C(=O)[C@]34CCCN24)cn1 | i | i
CC1(c2ccccc2Cl)NC(=O)N(CC(=O)c2ccc3c(c2)OCO3)C1=O (stereo unspecified) | i | i
Cc1c(C)n(C(=O)CSc2nc3ccccc3[nH]2)c2ccccc12 | i | i
CCOC(=O)NC(=O)CSc1nnnn1-c1ccc(Cl)cc1 | i | i
Cc1c(C=O)cnn1CCC(=O)O | i | i
CC1CCN(c2ccc(S(=O)(=O)NC3=NCCCCC3)cc2[N+](=O)[O-])CC1 | i | i
COc1ccc(OCC(=O)c2c[nH]c3ccccc23)cc1 | i | i
CCOc1cccc2sc(Cl)nc12 | i | i
O=C(NCCC1CCCCN1S(=O)(=O)c1ccc(F)cc1)C(=O)NCCN1CCOCC1 (stereo unspecified) | i | i
COC(=O)c1ccc(COc2ccc3ccc(=O)oc3c2)o1 | i | i
COc1ccc(NC(=O)C2CCC(CNc3c(N4CCCCC4)c(=O)c3=O)CC2)cc1OC (stereo unspecified) | i | i
CN(C1CCS(=O)(=O)C1)S(=O)(=O)c1ccc(C2CCCCC2)cc1 (stereo unspecified) | i | i
CCCCC(=O)Nc1ccc(F)c(Cl)c1 | i | i
CCCc1cc(=O)[nH]c(Nc2ccc3c(c2)OCCO3)n1 | i | i
COc1ccc([C@@H]2CC(=O)c3c(O)cc(O[C@@H]4OC(CO[C@@H]5OC(C)[C@H](O)[C@H](O)C5O)[C@@H](O)[C@@H](O)C4O)cc3O2)cc1O (stereo partly specified) | i | i
N#C/C(=C\c1ccc(Sc2ccc(Cl)cc2)o1)c1nc2ccccc2[nH]1 | i | i
O=C1CC(c2ccccc2)=Nc2ccc(Br)cc2N1 | i | i
CCOc1ccc(NC(=O)N2CCC(c3nc4ccccc4o3)CC2)cc1 | i | i
Next compounds follow.
SMILES | CHT block | CHT PAM
O=C(COC(=O)c1cc(NS(=O)(=O)c2cccs2)ccc1O)Nc1cc(Cl)ccc1Cl | i | i
N/C(=N\OC(=O)c1cccc(Cn2cc(C(F)(F)F)ccc2=O)c1)c1ccccc1 | i | i
O=C(COc1ccc(Cl)cc1Cl)N1CCN(c2ccccn2)CC1 | i | i
CCCN1CCC2(CC1)NC(C(=O)O)Cc1c2[nH]c2ccccc12 (stereo unspecified) | i | i
COc1cccc(C(=O)Nn2c(C)nnc2-n2nc(C)cc2C)c1 | i | i
CC(=O)c1nc2ccccc2n1CCc1ccccc1 | i | i
COc1ccc(C(=O)N/N=C(\c2ccccc2)c2ccccn2)cc1 | i | i
Cc1ccc2[nH]c3c(c2c1)CCCC3C(N)=O (stereo unspecified) | i | i
COC(=O)COc1ccc(S(=O)(=O)Nc2cc([N+](=O)[O-])ccc2C)cc1 | i | i
CC(=O)c1c(C)[nH]c(C(=O)NCCc2c[nH]c3ccccc23)c1C | i | i
O=C(CCNS(=O)(=O)c1ccccc1C(F)(F)F)N1CCN(S(=O)(=O)c2cccc(F)c2)CC1 | i | i
COc1ccc(OC)c(CNC(=O)Cn2nc(C)c3c(C)n(-c4ccc(C)cc4)nc3c2=O)c1 | i | i
Cc1ccc(NCc2nnc(SCC(=O)NCc3ccco3)n2CC2CCCO2)c(C)c1 (stereo unspecified) | i | i
CSc1nc2ncc(-c3ccsc3)c(N)n2n1 | i | i
CCOC(=O)C1(C)NC(c2cccs2)C2C(=O)N(c3ccccc3)C(=O)C21 (stereo unspecified) | i | i
O=C(Cc1ccccc1)N1CCN(c2ccc([N+](=O)[O-])cc2)CC1 | i | i
COc1ccc(-c2[nH]ncc2CN2CCN(c3ccccn3)CC2)c(OC)c1 | i | i
Cc1ccc(C)c(N2CCN(c3cnn(-c4nc5ccccc5s4)c(=O)c3Cl)CC2)c1 | i | i
CCC1(CC)NC(=O)N(CC(=O)OC(C)C(=O)Nc2cc([N+](=O)[O-])ccc2OC)C1=O (stereo unspecified) | i | i
C=CCSCC1Nc2cc(Cl)c(S(N)(=O)=O)cc2S(=O)(=O)N1 (stereo unspecified) | i | i
Cc1ccccc1OCC(O)Cn1c(NCCN(C)C)nc2c1c(=O)n(C)c(=O)n2C (stereo unspecified) | i | i
CN(CC(=O)Nc1cccc(F)c1)C(=O)c1ccccc1Cc1ccccc1 | i | i
Cc1ccc(CNC(=O)c2cn(C3CCCC3)c(=O)c3c2c2ccccc2n3C)o1 | i | i
CCOCCCn1c(=S)[nH]c2cc(C(=O)NCCOC)ccc2c1=O | i | i
COc1cccc(N=C2NC(=O)/C(=C/c3cc([N+](=O)[O-])ccc3O)S2)c1 | i | i
Continued:
SMILES | CHT block | CHT PAM
O=C(O)CC(Cn1[nH]nnc1=S)c1ccccc1 (stereo unspecified) | i | i
Cc1cnc(CN(C)C(=O)C2CCC(=O)N(CCc3ccccc3)C2)[nH]1 (stereo unspecified) | i | i
CCOC(=O)c1cn(CC(=O)Nc2ccc(C(C)C)cc2)nn1 | i | i
Cc1nnc(-c2cccc(C(F)(F)F)c2)nc1N1CCOCC1 | i | i
CCN(CC)c1ccc(NC(=O)C2=CCN(S(=O)(=O)c3ccc(F)cc3)CC2)c(C)c1 | i | i
C/C(=N/Nc1ccccc1[N+](=O)[O-])c1ccc([N+](=O)[O-])cc1 | i | i
CCSc1cc(Cl)nc(N)n1 | i | i
CCOc1ccc(NC(=O)CSc2nc3ccccc3c(=O)n2CCCC(=O)NCC2CCCO2)cc1 (stereo unspecified) | i | i
Cc1ccc(C)n1C(CC(=O)O)c1ccc(C#N)cc1 (stereo unspecified) | i | i
O=C(/C=C/c1ccccc1)NC(=S)Nc1ccc2c3c(cccc13)CC2 | i | i
COC(=O)c1ccc(Oc2ccc3nncn3n2)cc1 | i | i
NS(=O)(=O)c1ccc(CCNC(=O)Cn2c(=O)c3cccn3c3cccnc32)cc1 | i | i
C/C(=N\O)C(C)(C)Nc1ccc(Cl)cc1 | i | i
COC(=O)c1c(N2C(=O)Nc3ccccc3N2O)sc2c1CCCC2 | i | i
CC(=O)c1ccccc1OC(=O)CCN1C(=O)C2C3C=CC(C4CC34)C2C1=O (stereo unspecified) | i | i
CCc1ccc(C(=O)N2CCN(c3ccc(NC(=O)c4ccco4)cc3)CC2)cc1 | i | i
CC(C)=CCc1cc2c(=O)c3c(O)c4c(cc3oc2c(O)c1O)OC(C)C4(C)C (stereo unspecified) | i | i
O=C(COc1cccc2ccccc12)NNC(=O)CSCCO | i | i
CCC(C)[C@H]1COCCS(=O)(=O)N1Cc1ccc(Br)cc1 (stereo partly specified) | i | i
CCOc1cc(NC(=S)NCCCN2CCOCC2)c(OCC)cc1NC(=O)C(C)C | i | i
CCN1C(=O)/C(=C/c2ccc(OC)c(OC)c2)N=C1SCC(=O)NCc1ccco1 | i | i
CCCCC(=O)Nc1cccc2c1C(=O)N(c1ccccc1)C2=O | i | i
Cc1cc(C)cc(OCCNC(=O)C2CCN(S(=O)(=O)c3ccccc3)CC2)c1 | i | i
CCn1cc(C(=O)NCCCOC)c(=O)c2cc(S(=O)(=O)N3CCCC3)ccc21 | i | i
Cc1ccc(S(=O)(=O)CCC(O)c2ccc(Cl)cc2)cc1 (stereo unspecified) | i | i
Later entries
SMILES | CHT block | CHT PAM
Cc1ccc(Cn2nnc3c(=O)n(CC(=O)NCc4ccc5c(c4)OCO5)cnc32)cc1 | i | i
CC(C)(C)OC(=O)CNC(=O)c1[nH]cnc1C(=O)N[C@@H](CCCCNC(=O)OC(C)(C)C)C(=O)OC(C)(C)C | i | i
Cc1ccc(NC2=CC(=O)CC(c3ccccc3)C2)cc1 (stereo unspecified) | i | i
O=C(NCCSCc1ccccc1)c1ccccc1 | i | i
CC(C)c1nnc(NC(=O)CCC(=O)NC2CCCCC2)s1 | i | i
CCOC(=O)CSc1nnc(CNc2cccc(Cl)c2)n1-c1ccccc1 | i | i
O=[N+]([O-])c1ccc(NC(=S)N2CCN(c3ccc(F)cc3)CC2)cc1 | i | i
CC(C)Cc1nc(N2CCN(C(=O)c3ccco3)CC2)c(C#N)c2c1CCCC2 | i | i
Cc1cc(C(=O)OCC(=O)c2ccc3c(c2)NC(=O)CO3)c2ccccc2n1 | i | i
COc1ccnc(Oc2ccc(F)cc2)c1C(=O)N/C=N/OCc1ccc(F)cc1 | i | i
CC1(C)CC(=O)CC2(C1)NCC(c1ccccc1Cl)c1c2[nH]c2ccccc12 (stereo unspecified) | i | i
Cc1noc(C)c1S(=O)(=O)Nc1ccc(C(=O)NCc2ccccc2)cc1 | i | i
CCC[N+]1(CC#CCC(c2ccccc2)c2ccccc2)CCCCC1 | i | i
CC1=C(C(=O)OCc2ccc3c(c2)OCO3)C(c2cccc([N+](=O)[O-])c2)NC(=O)N1 (stereo unspecified) | i | i
COc1ccc(-c2ncccc2O)cc1 | i | i
O=C(Cc1nc(=O)c2ccccc2s1)Nc1ccccc1 | i | i
COc1ccccc1NS(=O)(=O)c1cccc(C(=O)N2CCCCCCC2)c1 | i | i
C/C=C/C(=O)NCCc1ccc(OC)c(OC)c1 | i | i
C[C@H](NC(=O)c1ccccc1)C(=O)N1CCN(c2ccccc2)CC1 | i | i

Random excerpt: 2 entries already listed.
SMILES | CHT block | CHT PAM
CC(=O)c1ccccc1OC(=O)CCN1C(=O)C2C3C=CC(C4CC34)C2C1=O (stereo unspecified) | i | i
COC(=O)c1ccc(Oc2ccc3nncn3n2)cc1 | i | i
